From PubChem BioAssay
BaF3 tox: counter-screen for JAK2V617F inhibitors: parental Ba/F3 viability inhibitors. CellTiter-Glo ATP luminescence. inhibition, % at 5.6 µM. actives 1.1% (n = 220,000);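 active = inhibition above a per-campaign cutoff, the mean inhibition of all tested compounds plus 3 SD, cut at about 27% in these data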;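 also: 0% = DMSO wells and 100% = JAK Inhibitor I control wells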
Ba/F3 V617F tox: loss of viability in JAK2V617F-driven Ba/F3 cells; AID 1446; Ba/F3 EpoR-JAK2V617F viability, ATP luminescence; actives 1.1% (n = 220,000); inhibition, % at 5.6 µM;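 active = inhibition above the campaign mean plus 3 SD over all tested compounds, cut at about 24% in these data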;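 also: cytokine-independent growth of Ba/F3 cells driven by EpoR plus mutant JAK2; 0% = DMSO-treated cells and 100% = JAK inhibitor I control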
S1P4 ag: human S1P4 receptor agonism | O95977 | AID 1509 | S1P4-expressing cell line, agonist reporter assay | activation, % at 4.98 µM | actives 0.35% (n = 220,000); in the data active = activation above about 11%;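 also: 0% = DMSO vehicle and 100% = reference agonist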
Target sequence (O95977 whole entry, looked up): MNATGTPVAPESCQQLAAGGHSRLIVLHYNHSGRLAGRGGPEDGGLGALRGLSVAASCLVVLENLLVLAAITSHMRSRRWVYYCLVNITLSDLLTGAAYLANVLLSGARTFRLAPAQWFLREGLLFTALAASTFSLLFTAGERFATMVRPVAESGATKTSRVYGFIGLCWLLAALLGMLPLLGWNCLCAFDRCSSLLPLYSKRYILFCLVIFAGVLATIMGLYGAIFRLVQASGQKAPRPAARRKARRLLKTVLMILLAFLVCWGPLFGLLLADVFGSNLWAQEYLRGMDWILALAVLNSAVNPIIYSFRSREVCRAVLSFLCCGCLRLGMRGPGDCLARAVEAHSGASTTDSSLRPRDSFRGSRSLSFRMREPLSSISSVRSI
Runt-CBFb FRET: inhibitors of human RUNX1 Runt domain binding to CBFb; Q01196+Q13951; Cerulean-Runt/Venus-CBFb FRET ratio 530/480, 1 h; inhibition, % at 20 µM; actives 0.46% (n = 220,000); AID 1496;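 active = inhibition over about 50% at 20 µM in the single-dose screen, limit read from the data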;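 also: 0% = DMSO wells and 100% = excess unlabeled CBFb competitor control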
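Assay system: Cerulean-Runt domain fusion protein, energy donor; Signal: fluorescence energy transfer, 422 nm excitation, 530/480 nm emission; Timing: 1 h compound exposure, room temperature; Control set: unlabeled CBFb; Medium: Tris buffer pH 7.5 with salts and BSA; Compound: single test concentration of 20 µM, 1% DMSO final; Probe or stimulus: Venus-CBFb 100 nM.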
NPY-Y1 antag: blocks the human neuropeptide Y Y1 receptor; HEK293-CNG Y1 cells, membrane potential fluorescence; NPY at EC95, then isoproterenol; inhibition, % at 3.6 µM; AID 1040; P25929; actives 1% (n = 200,000);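 active = inhibition above the campaign mean inhibition of all tested compounds plus 3 SD, cut at about 20% in these data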;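 also: 0% = DMSO wells given NPY plus isoproterenol and 100% = isoproterenol alone without NPY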
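Material: HEK293 cells co-expressing NPY Y1 receptor and cyclic-nucleotide gated channel. Timing: compound incubation 1 h at room temperature, readout 45 min post-stimulation. Signal: fluorescence, membrane potential probe.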
NPY1 pot ag: human NPY-Y1 potentiation or agonism, primary screen. P25929. NPY-Y1 expressing cells, potentiator/agonist activation. activation, % at 3.6 µM. actives 0.37% (n = 220,000). AID 1304; in the data active = activation above about 33%, passing the limit was not always enough;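 also: cells stimulated with NPY at EC10 then isoproterenol at EC100; 0% = low agonist plus stimulus and 100% = saturating agonist plus stimulus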
NPY2 pot ag: potentiators or agonists of human neuropeptide Y receptor Y2; P49146; activation, % at 3.6 µM; actives 0.45% (n = 220,000); cells expressing NPY-Y2, potentiator/agonist read-out; AID 1359; in the data active = activation above about 27%;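 also: cells stimulated with NPY near EC25 plus isoproterenol at EC100; 0% = vehicle plus submaximal agonist and 100% = vehicle plus saturating agonist; some results beyond the cut were filed as inactive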
Target sequence (P49146 whole entry, looked up): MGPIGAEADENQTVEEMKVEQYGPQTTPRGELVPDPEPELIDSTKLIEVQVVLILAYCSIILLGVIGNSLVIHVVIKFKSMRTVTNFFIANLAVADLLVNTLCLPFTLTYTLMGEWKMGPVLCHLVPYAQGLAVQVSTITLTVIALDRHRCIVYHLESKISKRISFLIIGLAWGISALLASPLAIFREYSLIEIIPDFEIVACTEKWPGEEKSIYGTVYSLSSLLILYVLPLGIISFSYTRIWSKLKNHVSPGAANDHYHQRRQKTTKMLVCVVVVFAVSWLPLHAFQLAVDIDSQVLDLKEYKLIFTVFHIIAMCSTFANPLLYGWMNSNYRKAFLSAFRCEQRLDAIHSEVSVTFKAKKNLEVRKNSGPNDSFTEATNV
S1P4 antagonist: human S1P4 receptor antagonism. AID 1510. inhibition, % at 4.98 µM. actives 0.26% (n = 220,000). S1P4-expressing cells, antagonist mode, reporter read-out; in the data active = inhibition above about 29%;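 also: 0% = wells stimulated with agonist and 100% = vehicle wells without agonist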
RBBP9 inh: inhibitors of human serine hydrolase RBBP9; AID 1515; actives 0.2% (n = 220,000); inhibition, % at 7.94 µM; recombinant RBBP9, FP-Rh probe fluorescence polarization; O75884;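 active = inhibition above the campaign mean of all tested compounds plus 3 SD, cut at about 14% in these data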;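 also: plate controls were DMSO wells with RBBP9 for no effect and wells lacking RBBP9 protein for full effect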
Target sequence (O75884 whole entry, looked up): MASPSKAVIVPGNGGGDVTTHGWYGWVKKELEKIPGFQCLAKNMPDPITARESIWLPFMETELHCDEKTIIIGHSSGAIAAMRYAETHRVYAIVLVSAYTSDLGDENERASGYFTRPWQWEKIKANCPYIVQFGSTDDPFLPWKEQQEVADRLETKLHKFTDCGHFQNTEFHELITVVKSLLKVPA
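Test system: recombinant human RBBP9. Quantity: 2.5 µM RBBP9 dispensing solution, before mixing. Detection: FP readout at 525/598 nm. Reagent: Serine-hydrolase probe FP-Rh, 375 nM pre-mixing. Measure: % inhibition. Control set: DMSO-treated enzyme wells and wells lacking RBBP9. Buffer or medium: Tris-NaCl-Pluronic buffer, pH 8.0. Times: preincubation 30 min plus labeling 45 min at 25 °C.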
Numbers without * were called inactive; / = not tested or not shown.

SMILES	BaF3 tox	Ba/F3 V617F tox	S1P4 ag	Runt-CBFb FRET	NPY-Y1 antag	NPY1 pot ag	NPY2 pot ag	S1P4 antagonist	RBBP9 inh
CCCCN=C1CC(C)(C)CC(=O)/C1=C(/O)CCC	0	-3	0.5	-1	/	24	7	-15	-7
CCOC(=O)c1ccc(NC(=O)CCc2ccc(CC)o2)cc1	2	2	0.6	-1	4	-10	-20	-6	-11
O=S(=O)(NC1CCCC1)c1ccc(S(=O)(=O)N(Cc2cccs2)CC2CCCO2)cc1 (configuration not stated)	9	-2	1.4	-2	-5	20	17	-8	0
CCOC(=O)C(Cc1ccccc1)C(=O)Nc1ccccc1C (configuration not stated)	-1	3	-1.0	1	6	0	-28	-4	3
CC(=O)Oc1oc(-c2ccccc2)nc1/C=N/c1ccccn1	2	-3	-0.2	2	-5	-6	5	8	-6
COCCn1nnnc1C(CC(C)C)N1CCN(c2ccccc2)CC1 (configuration not stated)	5	-1	-3.3	-3	5	-18	-7	0	2
CC1(C)CC(=O)C2=C(C1)OC1=C(C2)C(=O)CC(C)(C)C1	3	0	1.3	0	5	13	-6	-6	-5
Nc1nc(C2CCCCC2)cs1	3	-1	0.0	4	-1	-9	14	-7	-1
Cc1ccc(CNC(=O)C2C3C=CC(C3)C2C(=O)O)cc1 (configuration not stated)	2	0	-0.1	0	5	-14	5	-6	1
COc1ccc(-c2nnc(Nc3ccc(CC(N)=O)cc3)c3ccccc23)cc1	-1	-3	1.2	-3	-4	12	15	2	2
O=C(Nc1ccc(-c2csnn2)cc1)C(Cl)(Cl)Cl	2	-1	1.1	1	/	36	8	-5	0
CC(C)Oc1cccc(OCCN2C(=O)c3ccccc3C2=O)c1	3	0	0.6	-2	1	-8	-18	11	-7
COc1ccc(-n2c(C(C)(C)C)csc2=Nc2c(C)n(C)n(-c3ccccc3)c2=O)cc1	2	-1	0.1	-1	4	-2	12	4	-3
N/C(=N\OC(=O)COc1ccc(Br)cc1)c1ccncc1	3	-2	1.0	0	2	4	1	-7	-8
COCCCNC(=O)c1c(N)n(/N=C/c2cccs2)c2nc3ccccc3nc12	3	-2	1.9	88*	7	-2	6	-10	-2
CCOC(=O)c1nc(N)c(C(=O)OCC)[nH]1	2	-1	2.5	-1	1	-23	14	-5	7
Cc1ccc(NC(=S)Nc2ccc3nc(-c4ccccn4)c(-c4ccccn4)nc3c2)cc1C	-3	-5	-1.4	-32	1	-24	-5	-9	6
Cc1nc2sc(C(c3ccco3)N3CCc4ccccc4C3)c(O)n2n1 (configuration not stated)	4	2	-0.7	/	8	0	-7	-11	2
CCOC(=O)c1ccc(-n2c(=S)sc3c(=O)[nH]c(C)nc32)cc1	3	1	-2.9	38	-8	28	35*	-22	-7
Cc1ccc(S(=O)(=O)NCC(=O)OCC(=O)NC(=O)c2cccn2C)cc1	8	1	3.0	1	-5	19	-1	13	2
N#Cc1cc2c(nc1SCC(O)CS(=O)(=O)Cc1ccc(Cl)cc1)CCCC2 (configuration not stated)	4	2	-3.3	-1	0	-20	-12	8	2
Cn1c(SCC(=O)O)nnc1-c1ccc(NC(=O)c2ccc(Cl)c(Cl)c2)cc1	3	-2	-0.3	0	/	-19	-10	-6	-6
Cc1ccccc1NC(=O)CSCCO	-1	-4	-0.4	2	-3	3	12	-12	-3
O=C(CCN1C(=O)c2ccccc2C1=O)CN1CCOCC1	3	2	1.2	1	7	6	-9	-10	3
O=C(c1cc2sccc2n1Cc1ccccc1)N1CCN(c2nc3ccccc3s2)CC1	22	5	-0.2	1	11	6	18	2	-6

(further entries)
SMILES	BaF3 tox	Ba/F3 V617F tox	S1P4 ag	Runt-CBFb FRET	NPY-Y1 antag	NPY1 pot ag	NPY2 pot ag	S1P4 antagonist	RBBP9 inh
CCn1cc(C(=O)N2CCN(c3ccc(F)cc3)CC2)c2cc(OC)c(OC)cc2c1=O	-3	-6	1.6	2	-2	7	5	-2	-5
CC(C)(C)NC(=O)/C=C/c1cccs1	-2	-5	-1.2	0	3	-2	17	-2	-1
CC(C)c1ccc(NS(=O)(=O)c2ccc3[nH]cc(C(=O)N4CCC(C(N)=O)CC4)c(=O)c3c2)cc1	0	-1	-0.1	0	-11	21	39*	0	-2
COc1cc(-c2nc(C)c(C(C)=O)n2O)ccc1OCC(=O)Nc1ccc(F)cc1	3	1	2.0	/	-2	1	-9	-13	3
CCN1CCN(C(c2ccc(F)cc2)c2nnnn2Cc2ccc3c(c2)OCO3)CC1 (configuration not stated)	15	3	1.5	1	0	-23	1	-3	-13
COc1ccc(Cl)cc1NS(=O)(=O)c1ccc(S(=O)(=O)N2CCCC2)cc1	6	-3	0.1	-2	1	24	10	-10	-9
CC(NC(=O)c1ccc(Br)cc1)C(=O)NC1=NCCS1 (configuration not stated)	2	-2	1.8	-1	-1	-2	4	-12	0
Cc1ccc(CN2CCSc3sccc3C2=O)cc1	4	-1	0.7	0	-2	-13	-6	4	5
CCOc1ccccc1N1CCN(C(=O)c2cccc(-c3ccc(O)cc3)c2)CC1	7	5	0.3	-1	0	-24	-15	-3	-4
O=C(Cc1nnc(NC(=O)Nc2ccccc2)s1)Nc1ccccc1	-7	2	-0.7	2	/	13	0	-2	-11
CCOC(=O)c1[nH]c2ccccc2c1NC(=O)C(CC)CC	3	-7	1.1	2	5	-2	-3	2	-2
Cc1cccc(C)c1NC(=O)C(NC=O)c1ccccc1Cl (configuration not stated)	1	-2	-0.3	/	2	12	10	-4	-1
O=C1CC(O)(C(F)F)Oc2ccc3ccccc3c21 (configuration not stated)	-2	-3	-0.3	6	1	-18	3	8	-3
CCCOC(=O)Nc1ccccc1C(N)=O	2	3	-0.2	0	7	-2	4	-17	-3
CC(C)CC(c1nnnn1CC1CCCO1)N1CCN(c2cccc(Cl)c2)CC1 (configuration not stated)	-1	-4	1.9	-1	7	-11	7	-3	-4
Cc1cc(C)c(C2=CSC3=NS(=O)(=O)CCN23)c(C)c1	4	0	-1.0	0	-1	20	-5	19	-5
CCNS(=O)(=O)c1ccc(CCC(=O)NC2CCCC2)cc1	7	4	-0.8	-1	0	-2	-10	-11	-4
CCOc1ccc(CCNC(=O)COC(=O)c2nc3nc(C)cc(C)n3n2)cc1OCC	2	0	1.7	0	-4	9	-15	-34	-4
COc1ccc(N(CC(=O)Nc2cccc([N+](=O)[O-])c2C)S(C)(=O)=O)cc1OC	7	6	0.3	0	2	-30	6	0	-7
O=C(CCCCCNc1nc(=S)[nH]c2ccccc12)NCCc1c[nH]c2ccccc12	4	3	-1.4	3	0	-11	-8	-12	-7
CN(C)c1ccc(C(=S)N2CCOCC2)cc1Br	2	-2	0.2	0	0	-4	1	-3	-3
CCOC(=O)C1CCN(c2ccc(C(N)=O)cc2[N+](=O)[O-])CC1	3	-3	0.5	-2	-1	2	14	-5	-11
COc1ccc(NC(=O)C2CCCN(c3c4c(nc5ncnn35)CCC4)C2)cc1 (configuration not stated)	0	-2	0.7	-2	-4	22	4	-18	3
CC1CCCC/C1=N\NC(=S)NCCc1ccccc1 (configuration not stated)	6	2	0.7	2	-2	5	5	-1	8
CC1CCC(C(=O)NNC(=O)c2cc(-c3ccco3)[nH]n2)CC1 (configuration not stated)	3	-3	-3.8	6	-4	9	-2	12	0

Remaining list, next part
SMILES	BaF3 tox	Ba/F3 V617F tox	S1P4 ag	Runt-CBFb FRET	NPY-Y1 antag	NPY1 pot ag	NPY2 pot ag	S1P4 antagonist	RBBP9 inh
C=C(C)c1cccc(C(C)(C)NC(=O)Nn2cnnc2)c1	0	-5	-0.5	-1	5	0	10	12	-2
Cc1cccc(-n2c(O)cnc2Nc2nc(C)cc(C)n2)c1	9	-2	1.2	2	3	-10	-13	-7	3
COc1cccc(C(=O)/C=C/Nc2ccc(S(=O)(=O)Nc3ccc(C(C)=O)cc3)cc2)c1	7	4	0.5	-2	2	9	-6	-12	-7
COc1cccc(N=C2SC(CC(=O)Nc3ccccc3)C(=O)N2Cc2ccccn2)c1 (configuration not stated)	6	3	0.4	-2	3	1	-1	9	-3
NC(=O)C1CCN(C(=O)CN(c2cccc(C(F)(F)F)c2)S(=O)(=O)c2ccccc2)CC1	5	2	1.7	-3	2	-7	-14	-12	-7
CCOC(=O)CC(=O)CSc1nc2c(cc1C#N)CCC2	4	3	-0.7	34	3	12	-1	2	1
COCCn1c(C)cc(C(=O)COC(=O)c2ccc(Br)o2)c1C	3	-1	1.6	-1	3	-6	11	-11	-3
O=C(CN1CCc2ccccc21)NC(=O)NCc1ccco1	2	0	2.2	-1	6	5	7	-5	1
O=C1CNC(=O)c2c(nc3n2CCC3)N1	1	1	2.6	-2	4	-15	-12	-10	-2
CCOc1ccccc1C(=O)NCCC(=O)O	7	1	-1.3	-2	1	9	-7	-15	-4
Cn1c(C(=O)N2CCN(Cc3ccccc3)CC2)cc2c(=O)n(C)c3ccccc3c21	7	4	0.8	4	0	-16	-18	7	-3
O=C(Cc1ccccc1)NCC(=O)N/N=C/c1cccnc1	-2	2	1.6	-1	/	0	-12	8	4
COc1ccc(NC(=O)CCSCCC(=O)Nc2ccc(OC)cc2OC)c(OC)c1	3	-1	-2.0	-1	0	-7	5	-18	-1
Cc1ccc(-c2nn(-c3cc(Cl)ccc3[N+](=O)[O-])c(=O)c3ccccc23)cc1	-2	-2	1.4	1	13	-6	-27	-10	-2
C#CCOc1ccccc1CNc1ccccc1	2	-2	0.8	0	1	-12	15	7	-1
NS(=O)(=O)c1ccc(CCNC(=O)C2CCC(Cn3c(=S)[nH]c4ccccc4c3=O)CC2)cc1 (configuration not stated)	-1	-2	1.1	-2	-1	10	10	-26	-7
Cn1c(CN2CCOCC2)nnc1SCc1cccc(F)c1	2	-6	-0.3	1	-7	8	-6	-12	4
C/C(=N\NC(=O)CCCNc1cccc(C)c1)c1ccncc1	1	-4	-1.1	4	-3	9	11	18	-1
COc1cc(C2C(C#N)=C(N)Oc3cc(N(C)C)ccc32)cc2c1OCO2 (configuration not stated)	12	4	0.7	-9	4	2	-21	-14	-1
O=C(Nc1cccc(S(=O)(=O)Nc2ccccc2F)c1)c1ccc2ccccc2n1	9	1	0.6	28	8	3	5	-2	-13
